RMI FANCM FP: inhibitors of human RMI core complex binding to FANCM MM2; FP signal (polarization) at 33 µM; hit rate 0.58% among 70,000; AID 1159607; Fluorescence polarization, RMI core complex with F-MM2 peptide; hits give low values; in the data active = FP signal below about 40; also: inactives centre near 61; strong numbers were not always called active; unit not given here
The depositor's hits bear a star; & = joins results of further samples. A portion of the library; rates above refer to the full screens.

No. | molecule | RMI FANCM FP
1 | COc1ccc(S(=O)(=O)c2cnc(SCC(=O)Nc3ccc(Cl)cc3)[nH]c2=O)cc1 | 60
2 | CCOc1cc(-c2nnc(NC(=O)/C=C/c3cccs3)o2)cc(OCC)c1OCC | 59
3 | O=Cc1ccc(N2CCCCC2)cc1 | 72
4 | Cc1ccc(S(=O)(=O)Nc2ncccc2OCc2cc(F)cc(F)c2)cc1 | 59
5 | Cc1nc2ccc(S(=O)(=O)NCCn3nc(-c4ccncc4)ccc3=O)cc2s1 | 67
6 | CCOC(=O)c1c(NC(=O)C2CCCC2)sc2ccccc12 | 79
7 | C[C@]12CCC3c4ccc(OS(=O)(=O)O)cc4CCC3C1CC[C@H]2O (some centres undefined) | 63
8 | Cc1occ(-c2cc(F)ccc2Cl)c1C(=O)NC1Cc2ccccc2C1 | 61
9 | CN(C)C=Nc1c(C#N)cnn1-c1ccc(Cl)cc1 | 67
10 | O=C(Nc1nc2c(Cl)cc(Cl)cc2s1)c1ccc(N2C(=O)CCC2=O)cc1 | 60
11 | COC(=O)c1ccc2nc(NC(=O)c3cccc(OC)c3OC)sc2c1 | 86
12 | N#C/C(=C\c1ccc[nH]1)c1nn(-c2ccccc2)c(-n2cccc2)c1C#N | 61
13 | Cc1ccc(-n2c(C)nc3ccc(NC(=O)c4ccncc4)cc3c2=O)cc1 | 63
14 | CCOC(=O)c1cc(C)[nH]c(=O)n1 | 57
15 | Cc1cc(N2C(=O)c3oc4ccccc4c(=O)c3C2c2ccncc2)no1 (centres undefined) | 67
16 | Cc1nn(-c2ccccc2)c(C)c1C(=O)NNC(=O)C(F)(F)F | 59
17 | CCn1c(Cc2nnc(SCC(=O)c3ccccc3)n2CC)nnc1SCC(=O)c1ccccc1 | 58
18 | CC(C)(C)n1ncc2c(=O)n(CCC(=O)NCc3ccco3)cnc21 | 68
19 | CC(=O)Nc1ccc(S(=O)(=O)c2ccc(NC(C)=O)c([N+](=O)[O-])c2)cc1[N+](=O)[O-] | 65
20 | O=C(NCCOc1ccc(-c2cccs2)nn1)C1c2ccccc2Oc2ccccc21 | 80
21 | CCOC(=O)c1oc2ccccc2c1NC(=O)c1c(F)cccc1Cl | 56
22 | CCOC(=O)CCC(=O)Nc1ccc(-c2nc3ccc(C)cc3s2)cc1 | 60
23 | Cc1csc(NC(=O)CSc2nnc(NC(=O)/C=C/c3ccc4c(c3)OCO4)s2)n1 | -2
24 | COc1ccccc1OCC(=O)Nc1ccc2c(c1)N(C(=O)C1CCCO1)CC2 (centres undefined) | 65
25 | O=C(NCc1ccco1)c1ccc(Cn2cnc3ccccc32)o1 | 61
26 | CCn1ccc(C(=O)N(CCN2CCOCC2)c2nc3c(OC)ccc(OC)c3s2)n1 | 60
27 | Cc1ccc(S(=O)(=O)CCC(=O)Nc2sc3c(c2C(N)=O)CCC(C)C3)cc1 (centres undefined) | 83
28 | CC(=O)N1CCN(C(=S)c2ccc(Cl)cc2)CC1 | 61
29 | COC(=O)c1sccc1NS(=O)(=O)c1ccc(F)cc1F | 56
30 | CS(=O)(=O)Nc1cccc(C2=NN(C(=O)c3ccco3)C(c3cccs3)C2)c1 (centres undefined) | 65
31 | O=C(Cn1cnc2c(-c3ccc(Cl)cc3)csc2c1=O)NCc1ccc(F)cc1 | 115
32 | O=C(Nc1nc(-c2nc3ccccc3s2)cs1)c1coc2ccccc2c1=O | 78
33 | COc1nccnc1NS(=O)(=O)c1ccc(NC(=O)c2cc(Cl)cc(Cl)c2)cc1 | 40
34 | COC(=O)c1ccc2c(=O)n(CCCC(=O)NCc3ccc(OC)cc3)c(=S)[nH]c2c1 | 136
35 | CC(C)(C)c1ccc(Oc2ccc(N)cn2)cc1 | 53
36 | Cc1onc(-c2ccccc2)c1C(=O)N(Cc1ccccc1)C(C)C | 49
37 | O=C(NCC(=O)N1CCOC(c2ccccc2)C1)C(=O)NC1CCCCC1 (centres undefined) | 73
38 | COC(=O)c1ccc(Br)o1 | 59
39 | CCc1nnc(-c2ccc(NC(=O)C3CC(=O)N(c4ccc(Cl)cc4)C3)cc2)o1 (centres undefined) | 65
40 | O=C(NCCOc1ccc2nnc(-c3ccc(F)cc3)n2n1)c1ccc(F)c(F)c1 | 68
41 | NS(=O)(=O)c1ccc(NC(=O)C2CCN(c3ccc(-c4ccccc4)nn3)CC2)cc1 | 61
42 | Cc1nn(-c2ccccc2)nc1C(=O)Nc1cc(Cl)cc(Cl)c1 | 48&50
43 | O=C(NCC1CCN(Cc2ccccc2)CC1)C(=O)Nc1cccc(C(F)(F)F)c1 | 78
44 | COc1ccc2c(=O)c(Oc3ccc(C(=O)Nc4cc(C)ccc4OC)cc3)coc2c1 | 121
45 | O=C1CCC(=O)N1c1ccc(S(=O)(=O)N2CCN(c3nccc(C(F)(F)F)n3)CC2)cc1 | 59
46 | Cc1ccc(N2C(=O)C3N=NN(Cc4nc(-c5cccc(C(F)(F)F)c5)no4)C3C2=O)cc1Cl (centres undefined) | 60
47 | Cc1csc2c(=O)n(CCSc3ccc(Cl)cc3)c(=O)[nH]c12 | 58
48 | N#CCCN(Cc1ccccc1)C(=S)Nc1ccc(F)cc1 | 55
49 | COC(=O)N1CCc2c(sc(NC(=O)c3cccs3)c2-c2nc3ccccc3s2)C1 | 76
50 | Cc1ccc2c(c1)sc(=NC(=O)c1ccnn1C)n2C | 65
51 | CC1CCc2cc(F)ccc2N1C(=O)c1ccc(=O)n(Cc2cccc([N+](=O)[O-])c2)c1 (centres undefined) | 52
52 | CC(=O)CCC(=O)c1ccco1 | 55
53 | O=C(CSc1nnc(NC(=O)c2c(F)cccc2Cl)s1)Nc1ccc(Br)cc1 | 61
54 | CSc1ccccc1NC(=O)Cc1cc(=O)[nH]c(SCc2ccc(F)cc2)n1 | 65
55 | CCS(=O)(=O)c1ccc2c(c1)N(Cc1nc(-c3ccc(OC(F)(F)F)cc3)no1)C(=O)CO2 | 73
56 | CC[N+](C)(CC)CC(O)COCCC12CC3CC(CC(C3)C1)C2 (centres undefined) | 72
57 | CNC(=O)NC(=O)CSc1nnc(-c2ccccc2)o1 | 54
58 | Cn1c(SCC(=O)Nc2ccc(F)cc2F)nnc1-c1cccn(C)c1=O | 64
59 | Cc1ccc(S(=O)(=O)N(Cc2ccco2)CC(O)Cn2c3ccccc3c3ccccc32)cc1 (centres undefined) | 59
60 | CCOc1ccc(NC(=O)CSc2nccn3nc(-c4ccccc4OC)cc23)cc1 | 68

Values by screen from above:
RMI FANCM FP, entries 43–48: 78, 121, 59, 60, 58, 55

(more compounds)
No. | molecule | RMI FANCM FP
61 | CC(C)c1ccc(NC(=O)c2cn(C)c3c(=O)n(-c4ccccc4)c(=O)[nH]c23)cc1 | 55
62 | COc1cc(-c2nnc(NC(=O)c3ccccc3S(C)(=O)=O)o2)cc(OC)c1OC | 53
63 | COc1ccc(N2CCN(C(=O)COc3cccc4c3OC(C)(C)C4)CC2)cc1 | 54
64 | Cc1ccc(S(=O)(=O)N2CCc3ccc(NC(=O)c4ccccc4Cl)cc3C2)cc1 | 69
65 | CC(CCc1ccccc1)NC(=O)C(=O)NC1CCCC1 (centres undefined) | 53
66 | C/C1=C\CC(C)(C)/C=C/CC2(C)OC2CC1 (centres undefined) | 64
67 | COC(=O)c1sc(-c2ccccc2)cc1NC(=O)Nc1ccc([N+](=O)[O-])cc1 | 62
68 | CC(=O)OC[C@H]1O[C@@H](Oc2ccccc2)[C@H](OC(C)=O)[C@@H](OC(C)=O)[C@H]1OC(C)=O | 53
69 | CC(=O)OCc1ccccc1S(=O)(=O)c1ccccc1COC(C)=O | 47
70 | Cc1ccc(NC(=O)Cn2cccc(-c3nc(-c4ccc(Cl)cc4)no3)c2=O)cc1F | 165
71 | COc1cc([N+](=O)[O-])cc2sc(NC(=O)c3ccno3)nc12 | 54
72 | Cc1cc(-c2nnc(NC(=O)Cc3cccs3)o2)nn1C | 63
73 | CCCC(=O)NCCn1ncc2c(=O)n(Cc3ccc(F)cc3)cnc21 | 66
74 | COc1ccc(CNc2ncnc3nc[nH]c23)cc1 | 61
75 | COc1ccccc1Oc1ccc(S(=O)(=O)Nc2ccc(Br)cc2F)cc1 | 71
76 | O=C(NC(=S)NC1CCS(=O)(=O)C1)C1CCCCC1 (centres undefined) | 60
77 | Cc1ccc(S(=O)(=O)NCc2ccsc2)c(C)c1 | 68
78 | O=C(CSc1nc(CC(=O)NC2CC2)cc(=O)[nH]1)NCCc1ccccc1 | 61
79 | CC(C)(C)Sc1ccc2nn(CC(=O)Nc3ccccc3Cl)c(=O)n2n1 | 65
80 | CCCOc1cccc2c1CCN(Cc1ccc(Cl)cc1)C2=O | 60
81 | COC(=O)c1ccc(OCC(O)CN2CCN(c3ccccc3OC)CC2)cc1 (centres undefined) | 58
82 | O=C1Nc2ccccc2C1=NCCCN=C1C(=O)Nc2ccccc21 | 59
83 | COc1ccc(CCC(=O)NCC(=O)N2CCOC(c3ccccc3)C2)cc1 (centres undefined) | 72
84 | Nc1ccccc1SC(CC(=O)c1ccccc1OCc1ccccc1)c1ccccc1 (centres undefined) | 52
85 | CCOC(=O)CSc1ncnc2c1cnn2-c1ccc(C)cc1C | 55
86 | COc1ccc(-c2c(C#N)c(N)nc3c2CN(C)CC3)c(OC)c1OC | -4*
87 | O=S(=O)(Nc1ccc(OC(F)F)cc1)c1cccc2nonc12 | 59
88 | COc1ccccc1NC(=O)C12CCC(C)(c3nc4ccccc4nc31)C2(C)C (centres undefined) | 61
89 | O=C(CCCSc1ccc(NC(=O)C2CC2)nn1)NCc1cccs1 | 74
90 | NCC1COc2ccccc2O1 (centres undefined) | 77
91 | CCOC(=O)C(CC)Sc1ncnc2nc[nH]c12 (centres undefined) | 60
92 | NC[C@@H]1O[C@H](O[C@H]2[C@@H](O)[C@H](O[C@@H]3[C@@H](O)[C@H](N)C[C@H](N)[C@H]3O[C@H]3O[C@H](CN)[C@@H](O)[C@H](O)[C@H]3N)O[C@@H]2CO)[C@H](N)[C@@H](O)[C@@H]1O | 40
93 | CCCCCCc1cc2cc(-c3csc(-c4ccccc4)n3)c(=O)oc2cc1OC(C)=O | 65
94 | CSc1ccc(NC(=O)c2cccc(F)c2)nn1 | 64
95 | CCOC(=O)Nc1nc(CC(=O)NCc2ccncc2)cs1 | 72
96 | O=C1/C(=C/C=C/c2ccccc2)SC(=S)N1c1cccc(O)c1 | 57
97 | CC(=O)Nc1cc(C(=O)c2cccs2)nn(-c2ccc(Cl)cc2)c1=O | 51
98 | CCCN1CCC2(CC1)NC(=O)N(CC(=O)NCc1ccco1)C2=O | 54
99 | Oc1c(O)c(CN2CCCCC2)c2ccccc2c1CN1CCCCC1 | 42
100 | O=C(NCCn1nc(-c2cccs2)ccc1=O)Nc1ccccc1F | 71
101 | O=C(c1cccs1)N1CCN(c2ccc3nncn3n2)CC1 | 63
102 | O=C(c1ccccc1F)N1CCCC(c2nnc(-c3ccc4c(c3)OCO4)o2)C1 (centres undefined) | 62
103 | C#C[C@]1(O)CC[C@H]2[C@@H]3CCC4=Cc5oncc5CC4(C)[C@H]3CCC21C (some centres undefined) | 55
104 | Cc1ccc(-n2c(C)nc3ccc(NC(=O)C(C)Oc4cccc(F)c4)cc3c2=O)cc1 (centres undefined) | 66
105 | CSC1=NC(C)N2C(SC)=NC(C)N12 (centres undefined) | 54

Part of the list above, reformatted.
29. COC(=O)c1sccc1NS(=O)(=O)c1ccc(F)cc1F
  RMI FANCM FP: 56
30. CS(=O)(=O)Nc1cccc(C2=NN(C(=O)c3ccco3)C(c3cccs3)C2)c1 (centres undefined)
  RMI FANCM FP: 65
31. O=C(Cn1cnc2c(-c3ccc(Cl)cc3)csc2c1=O)NCc1ccc(F)cc1
  RMI FANCM FP: 115
32. O=C(Nc1nc(-c2nc3ccccc3s2)cs1)c1coc2ccccc2c1=O
  RMI FANCM FP: 78

Additional records
No. | molecule | RMI FANCM FP
106 | CS(=O)(=O)c1ccccc1C(=O)Nc1nc(-c2ccccc2)c(-c2ccccc2)s1 | 55
107 | COc1cc(C)c(/C=C/C(C)=C/C=C/C(C)=C/C(=O)O)c(C)c1C | 55
108 | Cc1cc(=O)[nH]c(-n2nc(-c3cccs3)cc2NC(=O)COc2ccc(Cl)cc2)n1 | 63
109 | COc1ccc(S(=O)(=O)C(CNC(=O)COc2ccc(Cl)cc2)c2cccs2)cc1 (centres undefined) | 58
110 | O=C1OCc2ccc(NC(=O)c3c(F)cccc3Cl)cc21 | 60
111 | COc1ccc(NC(C)=O)c(N=Cc2cc(OC)c(OC)c(OC)c2)c1 | 60
112 | CSc1nc(-c2cnccn2)nc(C2CC2)c1C#N | 54
113 | Cc1cccc(-n2ncc3c2ncn2nc(-c4cccs4)nc32)c1 | 65
114 | CCSc1ccc(CC(=O)Nc2nc(-c3ccc4c(c3)OCO4)cs2)cc1 | 65
115 | Clc1ccc(-c2nnc(C3CC3)o2)cc1 | 57
116 | CC(=O)Nc1ccc(SCC(=O)N(C(C)C)C(C)C)nn1 | 66
117 | O=C(c1ccc2c(c1)CCO2)N1CC=C(c2ccccc2)CC1 | 55
118 | Cc1ccc(N2CCCS2(=O)=O)cc1NC(=O)C(=O)NC1CCCC1 | 63
119 | Cc1ccnc(NC(=O)CSc2ccccn2)c1 | 54
120 | O=C(NCCOc1ccccc1)Nc1cccc(F)c1 | 62
121 | Cc1ccc(-n2cc(C(=O)NCc3ccco3)nn2)cc1C | 68
122 | O=C(Nc1ccc2c(c1)OCO2)C1CCN(c2ccc(-c3ccc(Cl)cc3)nn2)CC1 | 75
123 | O=C(CSc1nc2ccc(NC(=O)c3ccccc3)cc2s1)Nc1nccs1 | 87
124 | Cc1cc(C)n(S(=O)(=O)c2ccc(-c3ccccn3)s2)n1 | 54
125 | COc1cccc(NC(=S)NCCC2=CCCCC2)c1 | 63
126 | NC(=O)C1CCN(C2=NC(=O)/C(=C\c3ccc(Cl)cc3Cl)S2)CC1 | 63
127 | CC(C)c1ccc(NC(=O)C(=O)NCC(c2ccsc2)N2CCCC2)cc1 (centres undefined) | 64
128 | Cc1ccc(S(=O)(=O)N2N=C(c3ccc(Br)cc3)CC2c2ccc(Br)cc2)cc1 (centres undefined) | 71
129 | Oc1c(C(Nc2nc3ccccc3s2)c2ccc(OC(F)F)cc2)ccc2cccnc12 (centres undefined) | 59
130 | Cc1nnc(SCC(=O)c2ccccc2)n1-c1ccc2c(c1)OCCO2 | 36
131 | COc1ccc(CCNC(=O)c2ccc(Br)cc2)cc1 | 70
132 | Cc1nc(-c2cccc(F)c2)sc1CCNC(=O)c1ccccc1[N+](=O)[O-] | 61
133 | O=S(=O)(c1ccc(Cl)c(C(F)(F)F)c1)N1CCCC1 | 71

Screens (PubChem)
